Shiga inhibitor: Shiga toxin inhibition; AID 2315; 290,000 compounds, 9.2% hits; Vero cells, Shiga toxin protein synthesis inhibition reporter; inhibition, % at 38.7 µM; in the data active = inhibition mostly above about 28%, no sharp cut-off; inactive = mostly below about 43%; note: 0% is about no effect
AMA1 RON2 block: disrupts binding of P. falciparum AMA1 to RON2. 360,000 compounds, 0.2% hits. Potency, µM (series often up to 58.2 µM), without a hit: at the highest dose activity change, negative = inhibition, actives largely listed as inhibitors. AlphaScreen AMA1-biotinylated RON2 peptide binding. AID 720542;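 note: potency is the fitted concentration of half-maximal effect; 0% = vehicle wells and -100% = peptide control; nearly all actives have a fitted effect of over 45% in size; some results filed as inactive show a strong effect at the top dose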
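AMA1 (3D7) with his tag at 25 nM final met compounds first, then biotinylated RON2 peptide at 25 nM; detection used donor plus acceptor beads, 10 µg/mL apiece, read by AlphaScreen after 30 min at room temperature.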
CHX counter: affects cycloheximide protein synthesis inhibition readout, counter-screen | max response, % | cell reporter, cycloheximide protein synthesis inhibition counterscreen | 300,000 compounds, 12% hits; in the data active = max response mostly above about 13%, no sharp cut-off; inactive = mostly below about 14%; note: read at 38.3 µM for the half of the compounds with a filed dose; 0% is about no effect
HCMV inh: inhibitors of human cytomegalovirus | HFF cells, HCMV-luciferase reporter, 72 h; hits give low values | activity change, negative = inhibition, % at 57.5 µM | 410,000 compounds, 4.5% hits | AID 1259415; in the data active = activity change below about -60%; inconclusive = no clear call, values can overlap the other calls; inactive = above about -39%; note: % is set by controls: 0 for no effect and ±100 for the full control effect
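Two-dose cell screen: HFF monolayers treated with compounds and infected with luciferase-expressing HCMV at 1 PFU/cell, 72 h at 37C, then lysed for luciferase measurement.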
Giardia FBPA inh: Giardia lamblia aldolase inhibition; A8B2U2; purified Giardia FBPA; Potency, µM (series often up to 59.6 µM), inactives show at the top dose activity, negative = inhibition, most hits filed as inhibitors; 290,000 compounds, 0.71% hits; AID 2451; note: potency is the fitted concentration of half-maximal effect; % is set by controls: 0 for no effect and ±100 for the full control effect; nearly all actives have a fitted effect of over 55% in size
Target sequence (A8B2U2 whole entry, looked up): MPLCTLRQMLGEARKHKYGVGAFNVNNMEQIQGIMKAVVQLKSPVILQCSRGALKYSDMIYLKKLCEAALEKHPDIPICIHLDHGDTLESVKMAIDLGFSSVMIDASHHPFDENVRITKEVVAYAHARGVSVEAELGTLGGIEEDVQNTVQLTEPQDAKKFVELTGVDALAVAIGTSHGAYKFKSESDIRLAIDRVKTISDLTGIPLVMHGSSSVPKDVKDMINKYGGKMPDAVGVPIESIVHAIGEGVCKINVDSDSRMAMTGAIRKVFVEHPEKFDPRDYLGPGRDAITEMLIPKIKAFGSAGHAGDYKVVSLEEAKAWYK
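Giardia FBPA (40 nM reagent) was preincubated 10 min at RT with compound (up to 57.5 uM final), then substrate plus GAPDH/TPI/NAD/arsenate coupling system with diaphorase/resazurin was added; resorufin fluorescence (525/598 nm) was read after 20 min.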
AmpC no deterg: inhibitors of E. coli AmpC beta-lactamase without detergent; Potency, µM (top dose mostly 57.1 µM), without a hit: top-dose activity change, negative = inhibition, hits mostly inhibitors; 330,000 compounds, 0.52% hits; P00811; AmpC nitrocefin hydrolysis, absorbance 480 nm, 0.0001% Triton;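 note: potency is the fitted concentration of half-maximal effect; plate controls were no compound for no effect and no enzyme for full effect; nearly all actives have a fitted effect of over 20% in size; some results filed as inactive show a strong effect at the top dose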
Target sequence (P00811 whole entry, looked up): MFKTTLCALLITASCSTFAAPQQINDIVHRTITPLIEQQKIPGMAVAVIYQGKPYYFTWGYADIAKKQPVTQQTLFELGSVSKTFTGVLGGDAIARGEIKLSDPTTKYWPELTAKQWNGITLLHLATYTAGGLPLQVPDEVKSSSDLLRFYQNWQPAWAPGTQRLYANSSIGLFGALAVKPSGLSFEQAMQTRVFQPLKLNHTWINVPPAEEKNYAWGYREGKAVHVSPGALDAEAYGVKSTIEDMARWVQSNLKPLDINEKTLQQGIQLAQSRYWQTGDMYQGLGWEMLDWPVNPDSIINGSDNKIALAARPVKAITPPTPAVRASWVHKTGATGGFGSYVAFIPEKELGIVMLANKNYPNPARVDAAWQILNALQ
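AmpC (5.3 nM in the dispensed reagent) in 20 mM phosphate pH 7.0 with 0.01% (detergent screen) or 0.0001% Triton X-100 was preincubated with compounds for 15 min at room temperature. Nitrocefin was then added from an 800 uM solution, and hydrolysis was followed at 480 nm.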
AmpC detergent: blocks E. coli AmpC beta-lactamase in detergent assay | AmpC hydrolysis of nitrocefin, absorbance 480 nm, 0.01% Triton | Potency, µM (series often up to 114 µM), for inactives: at the top dose activity change, negative = inhibition, hits mostly inhibitors | 370,000 compounds, 0.041% hits | AID 485294;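 note: potency is the fitted concentration of half-maximal effect; 0% = no-compound wells and -100% = no-enzyme wells; nearly all actives have a fitted effect of over 25% in size; some results filed as inactive show a strong effect at the top dose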
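20 mM phosphate pH 7.0 + 0.01% (detergent screen) or 0.0001% Triton X-100; 5.3 nM AmpC reagent; cpd preinc 15 min RT; nitrocefin (800 uM stock) to start; A480 q20 s × 4 min; Activity was normalised to no-enzyme and no-compound control wells.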
An asterisk follows results filed as active; ? = inconclusive; . = no result given; [ ] = remark or other dose. Unless noted, calls come from the whole dose curve; as a rule, active = well fitted curve in the direction sought with a large enough effect; inconclusive = small, poorly fitted or top-dose-only effect, or another doubt; inactive = no such curve, though single readings can be large; an effect the other way counts as inactive or inconclusive.

No.	molecule	Shiga inhibitor	AMA1 RON2 block	CHX counter	HCMV inh
1	COc1cc(/C=N/NC(=O)C(=O)/C=C2\NC(C)(C)Cc3ccccc32)ccc1O	-2	42%[activator]	6	?
2	CC1=C(C)C(C)=C(C#N)C(=C(C#N)C#N)N1	-9	3%	-1	84
3	CCCCNC(=O)CSc1nc2ccccc2c(=O)n1C1CCCC1	-21	11%	-8	-34
4	Cc1onc(C(=O)NCCc2ccccc2)c1[N+](=O)[O-]	48	15%	14	14
5	COc1ccc(C)cc1N(CC(=O)NCCSCc1ccco1)S(=O)(=O)c1ccc(C)cc1	2	-12%	-4	-21
6	C[C@@H]1C[C@H]2CC[C@H](O2)[C@H](C)C(=O)O[C@@H](C)C[C@@H]2CC[C@@H](O2)[C@@H](C)C(=O)O[C@H](C)C[C@H]2CC[C@H](O2)[C@H](C)C(=O)O[C@@H](C)C[C@@H]2CC[C@@H](O2)[C@@H](C)C(=O)O1	9	.	9	.
7	CN(C)c1ccc(-c2nnc(-c3ccc(S(=O)(=O)C(F)F)cc3)o2)cc1	4	3%	7	-32
8	CCC(CO)Nc1ncnc2c1cnn2-c1ccc(Cl)cc1 (stereo not drawn)	47	1%	40*	70

No.	Giardia FBPA inh	AmpC no deterg	AmpC detergent
1	-25%	-37%	-1%
2	?	-20%	1%
3	9%	11%	-10%
4	-4%	-17%	2%
5	1%	3%	3%
6	-2%	.	.
7	5%	-29%	-9%
8	-5%	21%	-11%

(next part)
No.	molecule	Shiga inhibitor	AMA1 RON2 block	CHX counter	HCMV inh
9	CCn1cnc2c1c(=O)[nH]c(=O)n2Cc1ccccc1	-6	9%	-2	.
10	CCN(CC)c1ccc(/C=N/NC(=O)c2c[nH]c3ccccc23)cc1	40*	-6%	35*	-67*
11	O=C(Nc1ccccc1F)C(=O)c1cn(CC(=O)N2CCCCC2)c2ccccc12	54*	-2%	33*	-5
12	Cc1cc(C)n(CC(=O)N2CCCC(N3CCN(Cc4ccc5c(c4)OCO5)CC3)C2)n1 (stereo not drawn)	-6	-6%	2	29
13	O=C(O)CCc1ccc(-c2cccs2)n1NC(=O)c1ccccc1Br	-3	-1%	2	-18
14	Cc1ccc(OCC(=O)NNC(=O)c2cc3ccccc3o2)cc1C	17	-12%	-4	37
15	CCCCC(CC)C(=O)Nc1cc(=O)[nH]c2nc3ccccc3n12 (stereo not drawn)	4	11%	-2	-14
16	NC(=O)COc1ccc2oc(=O)cc(-c3cc4ccccc4o3)c2c1	10	-8%	13	-14

No.	Giardia FBPA inh	AmpC no deterg	AmpC detergent
9	-4%	2%	-4%
10	-1%	-28%	?
11	0%	-17%	1%
12	.	20%	3%
13	10%	-18%	0%
14	8%	-36%	-11%
15	18%	-10%	-2%
16	3%	-11%	-3%

(continued)
No.	molecule	Shiga inhibitor	AMA1 RON2 block	CHX counter	HCMV inh
17	CCN1CCN(S(=O)(=O)c2cc(OC)ccc2OC)CC1	-5	-1%	-2	42
18	Cc1n[nH]c(=O)c2c(NC(=O)CSc3nnnn3-c3ccc(O)cc3)oc(C)c12	.	31%[activator]	.	-67*
19	COc1cccc(OCCOCCN(C)CCO)c1	10	-13%	2	-21
20	Fc1ccc(-c2nnc(Cc3ccc(Cl)cc3)o2)cc1	59*	1%	36*	24
21	Cc1coc2cc3oc(=O)c(CC(=O)N(C)CC(=O)O)c(C)c3cc12	2	2%	-4	29
22	CCOc1nnnc2c1sc1nc(N3CCOCC3)c3c(c12)CCCC3	-16	5%	-6	.
23	Cc1[nH]n(-c2ccccc2)c(=S)c1C=Nc1ccc([N+](=O)[O-])cc1	-10	6%	-2	-7
24	CC(C)(C)c1ccc(C(CC(=O)O)NC(=O)C23CC4CC(CC(C4)C2)C3)cc1 (stereo not drawn)	-5	-3%	-3	12

No.	Giardia FBPA inh	AmpC no deterg	AmpC detergent
17	-2%	-9%	2%
18	.	-7%	-2%
19	8%	-18%	-12%
20	5%	135%[activator]	-1%
21	-5%	-7%	-7%
22	0%	-26%	?
23	4.5µM*	-16%	-6%
24	6%	11%	-4%

Next entries:
No.	molecule	Shiga inhibitor	AMA1 RON2 block	CHX counter	HCMV inh
25	CCN=C(Nc1cccc(F)c1)SC1CC(=O)N(c2ccc(OC)cc2)C1=O (stereo not drawn)	-17	-11%	1	-1
26	CC1(C)NC(=O)N(CCOCCOc2ccccc2-c2ccccc2)C1=O	-7	6%	2	-22
27	CCCCN(CCCC)c1ccc(C(=O)c2ccccc2C(=O)O)c(O)c1	-7	14%	1	1
28	COc1ccc(-n2nc(C(=O)NCC(=O)NCCc3ccc(OC)c(OC)c3)c3ccccc3c2=O)cc1	19	20%	1	7
29	CC(=O)c1cc(CCC(=O)NC2CCCCCC2)oc1C	-6	0%	-5	-3
30	COc1ccc(Br)cc1/C=N/NC(=O)CNC(=O)c1cccnc1	-2	69%[activator]	-1	34
31	Cc1ccc(NC(=O)C2CCN(S(=O)(=O)c3cccc4nonc34)CC2)cc1	5	-25%	5	-7
32	COc1ccc(C(=O)O)cc1S(=O)(=O)Nc1ccc(N2CCCCC2)cc1	.	-1%	.	2

No.	Giardia FBPA inh	AmpC no deterg	AmpC detergent
25	-13%	11%	-8%
26	-3%	107%[activator]	-7%
27	?	-29%	-10%
28	3%	68%[activator]	?
29	6%	-16%	-4%
30	6%	-8%	4%
31	-2%	-20%	-4%
32	.	-7%	.

Going on with the list:
No.	molecule	Shiga inhibitor	AMA1 RON2 block	CHX counter	HCMV inh
33	COc1cc(OC)cc(C(=O)N[C@H](C(=O)Nc2ccccc2N2CCOCC2)C(C)C)c1	-11	-18%	6	8
34	COC(=O)c1ccc(CSc2nc3ccccc3[nH]2)o1	10	-24%	11*	9
35	CC(=O)Nc1ccc(S(=O)(=O)NCC2CCC(C(=O)N3CCN(c4ccccn4)CC3)CC2)cc1 (stereo not drawn)	-10	4%	-4	17
36	CC1=C(C(N)=O)C(c2ccc(Br)cc2)n2ncnc2N1 (stereo not drawn)	8	-6%	0	9
37	COc1ccc(CNC(=O)c2noc3c2CCCCC3)cc1	85*	-5%	25*	0
38	CNc1c(NC(=O)C2CCC(C)CC2)c(=O)oc2ccccc12 (stereo not drawn)	-3	3%	-8	-24
39	NS(=O)(=O)c1ccc(CCNC(=O)CN2C(=O)COc3ccc(S(=O)(=O)N4CCCC4)cc32)cc1	-10	0%	1	-28
40	Cc1ccc(N2C(=O)CC(c3ccsc3)C3=C2CC(C)(C)CC3=O)cc1 (stereo not drawn)	-7	-3%	-3	-8

No.	Giardia FBPA inh	AmpC no deterg	AmpC detergent
33	-16%	70%[activator]	4%
34	-5%	-17%	2%
35	2%	54%	-13%
36	11%	-7%	-2%
37	6%	-22%	?
38	11%	-4%	0%
39	-2%	-3%	-3%
40	3%	34%	-16%

(listing goes on)
No.	molecule	Shiga inhibitor	AMA1 RON2 block	CHX counter	HCMV inh
41	Cc1ccc(N2CCN(S(=O)(=O)c3ccc4c(c3)oc(=O)n4C)CC2C)cc1 (stereo not drawn)	3	9%	-3	?
42	COc1ccc(/C(O)=C2/C(=O)C(=O)N(CCN(C)C)C2c2ccc(OC)c(OC)c2)c(C)c1 (stereo not drawn)	9	5%	-1	-71*
43	CCn1c(=O)n(CC(=O)N2CCN(c3ccccc3F)CC2)c(=O)c2ccccc21	-4	17%	-2	0
44	COc1cc(/C=C2\SC(=S)N(N(C)c3ccccc3)C2=O)ccc1O	-3	-8%	2	-101*
45	Cc1ccc(N(CC(=O)N2CCCCCC2)S(C)(=O)=O)cc1Cl	.	2%	1	?
46	CCN(CC)C1=C(Cl)C(=O)C(Cl)C12OCCO2 (stereo not drawn)	-5	-9%	7	-25
47	O=C(c1ccccc1)C1CCN(C(=O)Nc2ccccc2)CC1	6	3%	16*	10
48	CCCCCCCCN1C(=O)C(O)=C(C(C)=O)C1c1ccccn1 (stereo not drawn)	15	38%[activator]	-3	12

No.	Giardia FBPA inh	AmpC no deterg	AmpC detergent
41	.	100%[activator]	-3%
42	-8%	-19%	-19%
43	0%	46%	-5%
44	-4%	-38%	4%
45	-9%	4%	?
46	7%	-13%	3%
47	6%	-18%	-2%
48	16%	-11%	-5%

Additional structures:
No.	molecule	Shiga inhibitor	AMA1 RON2 block	CHX counter	HCMV inh
49	Cc1cccc(NC(=S)Nc2ccc3cn[nH]c3c2)c1	-14	7%	7	-28
50	CCN(CC(=O)NCc1ccc(F)cc1)C(=O)Cc1ccc(OC)cc1	40	-3%	-4	-7
51	COc1ccc(S(=O)(=O)N2CCCCCC2)cc1C(=O)N(C)CC(=O)Nc1ccc(Cl)c(Cl)c1	.	-5%	.	?
52	CCOCc1c(C(=O)OCC(=O)Nc2ccccc2C(N)=O)oc2ccccc12	.	2%	.	3
53	O=C1CC(=O)N(CCNc2ncc(C(F)(F)F)cc2Cl)C(=O)N1	-8	-3%	-4	27
54	COc1cc(OC)c(NC(=O)CCc2nc(-c3cccs3)no2)cc1Cl	-12	0%	-2	-12
55	CN1C(=O)Cc2cc(S(=O)(=O)Nc3ccc(Cl)cc3)ccc21	36	2%	6	11
56	CCOc1ccc2nc(NC(NC(=O)CC)(C(=O)OC)C(F)(F)F)sc2c1 (stereo not drawn)	-15	-13%	-2	1

No.	Giardia FBPA inh	AmpC no deterg	AmpC detergent
49	-3%	-21%	-3%
50	-9%	9%	-3%
51	.	87%[activator]	?
52	.	-22%	2%
53	12%	6%	?
54	-24%	-4%	1%
55	14%	-27%	1%
56	-6%	-2%	-17%

Part of the list above in a different format.
[47] O=C(c1ccccc1)C1CCN(C(=O)Nc2ccccc2)CC1
[48] CCCCCCCCN1C(=O)C(O)=C(C(C)=O)C1c1ccccn1 (stereo not drawn)
[49] Cc1cccc(NC(=S)Nc2ccc3cn[nH]c3c2)c1
[50] CCN(CC(=O)NCc1ccc(F)cc1)C(=O)Cc1ccc(OC)cc1
[51] COc1ccc(S(=O)(=O)N2CCCCCC2)cc1C(=O)N(C)CC(=O)Nc1ccc(Cl)c(Cl)c1
[52] CCOCc1c(C(=O)OCC(=O)Nc2ccccc2C(N)=O)oc2ccccc12
[53] O=C1CC(=O)N(CCNc2ncc(C(F)(F)F)cc2Cl)C(=O)N1
[54] COc1cc(OC)c(NC(=O)CCc2nc(-c3cccs3)no2)cc1Cl

assay / entry	47	48	49	50	51	52	53	54
Shiga inhibitor	6	15	-14	40	.	.	-8	-12
AMA1 RON2 block	3%	38%[activator]	7%	-3%	-5%	2%	-3%	0%
CHX counter	16*	-3	7	-4	.	.	-4	-2
HCMV inh	10	12	-28	-7	?	3	27	-12
Giardia FBPA inh	6%	16%	-3%	-9%	.	.	12%	-24%
AmpC no deterg	-18%	-11%	-21%	9%	87%[activator]	-22%	6%	-4%
AmpC detergent	-2%	-5%	-3%	-3%	?	2%	?	1%

Source: PubChem BioAssay
